GLS inhibitor: qHTS for Inhibitors of Glutaminase (GLS). 410,000 compounds, 0.21% hits. AID 624170, 2012. Glutaminase kidney isoform, mitochondrial (Homo sapiens), O94925. Potency, µM (series often up to 45.5 µM), inactives show at the highest dose activity change, negative = inhibition, actives largely listed as inhibitors. GLS enzymatic activity, qHTS titration; note: % is set by controls: 0 for no effect and ±100 for the full control effect
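Read-out is an Amplex red fluorescence increase coupled through glutamate oxidase and HRP, measured before and after 30 min room-temperature incubation. hKGA is in 45 mM KH2PO4 (pH 8.2) with 0.02% Tween-20; glutamine added as 1mM solution.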
BAZ2B inh: qHTS Assay for Inhibitors of BAZ2B; Bromodomain adjacent to zinc finger domain protein 2B (Homo sapiens), Q9UIF8; AlphaScreen BAZ2B-H3K14Ac peptide displacement; Potency, µM (top dose mostly 114 µM), inactives show top-dose activity change, negative = inhibition, most hits filed as inhibitors; 360,000 compounds, 4.4% hits; AID 504333, 2011; note: % is set by controls: 0 for no effect and ±100 for the full control effect; nearly all actives have a fitted effect of over 60% in size
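Multi-concentration screen (max 110 uM) measuring displacement of acetylated histone H3 peptide from BAZ2B by AlphaScreen, using 50 nM protein, 50 nM peptide and 10 ug/mL streptavidin donor plus Ni-chelate acceptor beads.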
POLI inh: qHTS for Inhibitors of Polymerase Iota; DNA polymerase iota (Homo sapiens), Q9UNA4; Pol iota fluorescent replication assay, 10 min; Potency, µM (highest dose often 115 µM), without a hit: at the highest dose activity, negative = inhibition, most hits filed as inhibitors; 390,000 compounds, 1% hits; AID 588590, 2011
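Pol iota at 10 nM preincubated 15 min with compounds at room temperature; reaction started with fluorescent substrate, 50 nM final. Fluorescence read kinetically at 0 and 10 min; buffer-only wells as negative control.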
G9a block: qHTS Assay for Inhibitors of Histone Lysine Methyltransferase G9a; G9a H3K9 monomethylation, AlphaScreen, 2 h; 350,000 compounds, 8.8% hits; AID 504332, 2011; Potency, µM (top dose mostly 102 µM), for the others: top-dose activity, negative = inhibition, most hits filed as inhibitors; note: % is set by controls: 0 for no effect and ±100 for the full control effect; nearly all actives have a fitted effect of over 75% in size
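AlphaScreen detection with an anti-monomethyl H3K9 antibody quantified product after a 2 h room-temperature reaction containing 500 nM biotinylated H3K9 peptide, 20 µM SAM and 20 nM enzyme, which had been preincubated 15 min with compound.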
JMJD2A Tudor inh: qHTS Assay for Inhibitors of JMJD2A-Tudor Domain; AID 504339, 2011; 390,000 compounds, 4.4% hits; Potency, µM (series often up to 114 µM), for the others: at the highest dose activity change, negative = inhibition, actives largely listed as inhibitors; AlphaScreen JMJD2A-Tudor / H3K4me3 peptide binding; note: % is set by controls: 0 for no effect and ±100 for the full control effect; nearly all actives have a fitted effect of over 50% in size
Target sequence (O75164 whole entry, looked up, the tested form may be a part): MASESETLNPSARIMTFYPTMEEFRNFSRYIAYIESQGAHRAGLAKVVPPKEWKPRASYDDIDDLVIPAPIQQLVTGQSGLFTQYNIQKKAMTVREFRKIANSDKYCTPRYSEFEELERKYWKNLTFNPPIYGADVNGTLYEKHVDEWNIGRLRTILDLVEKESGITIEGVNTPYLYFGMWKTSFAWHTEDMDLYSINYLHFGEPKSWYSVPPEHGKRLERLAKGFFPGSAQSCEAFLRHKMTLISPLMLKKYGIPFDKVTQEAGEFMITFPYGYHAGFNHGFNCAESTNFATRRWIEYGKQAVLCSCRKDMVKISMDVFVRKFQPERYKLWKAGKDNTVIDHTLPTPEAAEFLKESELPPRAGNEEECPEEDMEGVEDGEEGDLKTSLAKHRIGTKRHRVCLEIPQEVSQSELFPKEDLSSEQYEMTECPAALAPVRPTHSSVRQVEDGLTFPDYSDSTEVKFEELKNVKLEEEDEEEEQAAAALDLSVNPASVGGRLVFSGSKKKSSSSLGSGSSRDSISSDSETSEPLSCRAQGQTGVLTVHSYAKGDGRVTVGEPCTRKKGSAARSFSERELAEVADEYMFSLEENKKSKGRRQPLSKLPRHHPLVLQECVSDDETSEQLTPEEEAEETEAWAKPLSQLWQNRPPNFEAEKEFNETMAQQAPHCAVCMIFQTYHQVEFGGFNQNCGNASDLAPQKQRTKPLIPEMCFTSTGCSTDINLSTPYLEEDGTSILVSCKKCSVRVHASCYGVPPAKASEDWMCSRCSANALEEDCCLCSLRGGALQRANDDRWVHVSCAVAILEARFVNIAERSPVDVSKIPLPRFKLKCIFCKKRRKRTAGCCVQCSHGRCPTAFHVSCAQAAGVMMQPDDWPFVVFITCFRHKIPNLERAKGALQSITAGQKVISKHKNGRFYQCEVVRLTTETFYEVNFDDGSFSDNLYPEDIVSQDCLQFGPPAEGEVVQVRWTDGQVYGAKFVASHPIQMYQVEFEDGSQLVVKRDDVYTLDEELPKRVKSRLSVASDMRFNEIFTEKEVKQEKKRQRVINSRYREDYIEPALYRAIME
Pin1 inh: qHTS Assay to Find Inhibitors of Pin1; 390,000 compounds, 0.009% hits; Peptidyl-prolyl cis-trans isomerase NIMA-interacting 1 (Homo sapiens), Q13526; AID 504891, 2011; Pin1 FP peptide displacement, HiFluor488, 10 min; Potency, µM (doses to about 115 µM), without a hit: top-dose activity, negative = inhibition, most hits filed as inhibitors; active = well fitted inhibition curve with a large enough effect in the polarisation, with a control signal flat, not every such curve was filed as active; inconclusive = small, poorly fitted or top-dose-only effect, or effect the other way, or a change in a side signal; inactive = no such curve, though single readings can be large or run the other way; the % refers to the polarisation; note: % is set by controls: 0 for no effect and ±100 for the full control effect
PGK inhibitor: qHTS Assay to Find Inhibitors of Phosphoglycerate Kinase | PGK/GAPDH coupled, Kinase-Glo luminescence, 60 min | Potency, µM (doses to about 57.5 µM), for the others: at the top dose activity change, negative = inhibition, hits mostly inhibitors | 380,000 compounds, 0.043% hits; note: % is set by controls: 0 for no effect and ±100 for the full control effect; nearly all actives have a fitted effect of over 60% in size
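Recombinant glycosomal PGK reaction used 1,3-bisphosphoglycerate generated in-well by GAPDH (100nM final) in 100mM TEA pH 7.6, 5mM MgCl2, 0.01% Tween-20. After 60 minutes at room temperature, ATP was read by Kinase-Glo Plus luminescence end-point.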
HP1b binding inh: HTS for Inhibitors of HP1-beta Chromodomain Interactions with Methylated Histone Tails; AID 540317, 2011; Potency, µM (series often up to 114 µM), for the others: at the top dose activity change, negative = inhibition, actives largely listed as inhibitors; Chromobox protein homolog 1 (Homo sapiens), P83916; AlphaScreen HP1-beta / biotin-H3K9me3 peptide binding; 390,000 compounds, 0.56% hits; note: nearly all actives have a fitted effect of over 70% in size; inactives centre near 23
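Compound inhibition of the preformed complex between 50 nM HP1-beta and 50 nM biotinylated H3K9me3 peptide was read by AlphaScreen. Buffer was PBS pH 7.4 with 0.01% Tween-20. Incubations ran 30 min at room temperature, with 10 ug/mL donor/acceptor beads.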
BLM inh: qHTS Assay for Inhibitors of Bloom's syndrome helicase (BLM) | recombinant BLM DNA unwinding, fluorescence dequenching | Potency, µM (highest dose often 56.1 µM), for inactives: top-dose activity change, negative = inhibition, usual class: inhibitors | 350,000 compounds, 0.2% hits;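 note: plate controls were vehicle for no effect and no enzyme for full effect; nearly all actives have a fitted effect of over 35% in size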
An asterisk follows results filed as active; i = inactive; ? = inconclusive; . = no result given; [ ] = remark or other dose. Unless noted, calls come from the whole dose curve; as a rule, active = well fitted curve in the direction sought with a large enough effect; inconclusive = small, poorly fitted or top-dose-only effect, or another doubt; inactive = no such curve, though single readings can be large; an effect the other way counts as inactive or inconclusive. Potency is the fitted concentration of half-maximal effect.

SMILES	GLS inhibitor	BAZ2B inh	POLI inh	G9a block	JMJD2A Tudor inh	Pin1 inh	PGK inhibitor	HP1b binding inh	BLM inh
COc1ccc(-c2cc(C(=O)Nc3cccc(C(C)=O)c3)no2)cc1	-2%	?	16%	-8%	-10%	5%	0%	22%	-3%
CC(C)c1nc(Cl)c(C#N)c2c1COC(C)(C)C2	0%	2%	16%	13%	-8%	0%	-10%	52%[activator]	-2%
Cc1cc(C)cc(NC(=O)CSc2nc(CSc3ccc(Cl)cc3)cc(=O)[nH]2)c1	32%[activator]	-1%	45%[activator]	.	-10%	4%	-6%	11%	-8%
CC1(C)CNC(=O)CC(C)(C)N1O	37%[activator]	-1%	11%	-40%[12.7 µM]	-8%	2%	-6%	?	1%
COc1ccc(CC(=O)NNC(=O)CSc2nnc(Cc3ccc(OC)cc3)n2-c2ccccc2)cc1	-10%	5%	-10%	10µM*	-19%	0%	.	2%	0%
c1ccc(N2CCN(c3nc4ccccc4[nH]3)CC2)nc1	1%	-17%	57%[activator]	?	-10%	4%	8%	31%[activator]	-7%
COc1ccc(NC(=O)CN(C)C(=O)c2cccc(S(=O)(=O)Nc3ccc(F)cc3)c2)cc1	10%	5%	1%	9%[12.7 µM]	-25%	-5%	-2%	3%	.
C/C(=N/NC(=O)CN1CCN(S(=O)(=O)c2ccc(Br)cc2)CC1)c1ccncc1	1%	-12%	8%	2%[59 µM]	-17%	-4%	i	30%	-5%
O=C(CC1S/C(=N/N=C/C=C/c2ccccc2)NC1=O)Nc1ccc(C(=O)O)cc1 (configuration not stated)	2%	79µM*	-17%	?	-17%	-17%	-10%	24%	0%
CC(=O)c1cccc(N(C(=O)CNC(=O)c2ccco2)C(C(=O)NC2CCCC2)c2ccco2)c1 (configuration not stated)	5%	-1%	103%[activator]	-6%	-14%	-9%	-7%	37%[activator]	-3%
CNC(=O)CN1C(=O)NC(c2ccccc2)(c2ccccc2)C1=O	-1%	1%	-13%	?	-13%	5%	-2%	26%	-2%
C=C(C)CSc1nc2c(c(=O)[nH]c(=O)n2C)n1Cc1ccccc1	9%	-4%	?	20%[59 µM]	-14%	3%	-9%	21%	0%
NS(=O)(=O)c1ccc(-c2ccc(/C=N/NC(=O)c3ccccc3O)o2)cc1	7%	-4%	25%	.	-13%	-1%	3%	38%	-1%
CC1CN=C(NC2CCCCC2C)S1 (configuration not stated)	-1%	22%	?	2%[59 µM]	-19%	-1%	i	4%	1%
CC(C)NC(=O)C1CCC(Cn2c(=O)c3sccc3n(Cc3ccc(F)cc3)c2=O)CC1 (configuration not stated)	2%	-6%	-3%	9%[59 µM]	-6%	1%	i	24%	-1%
O=C(C1CCCN1S(=O)(=O)c1cccc2cccnc12)N1CCc2ccccc21 (configuration not stated)	2%	7%	25%	-6%	-32%	3%	-7%	9%	-1%
Cc1ccccc1NC(=O)CSc1nc2ncc(Cl)cc2[nH]1	-9%	-8%[57.1 µM]	-2%	?	0%	-3%	-1%	45%[activator]	-3%
COc1ccc(C(=O)NC(=S)NNC(=O)COc2ccccc2)cc1	45%[activator]	13%	49%[activator]	.	-31%	-14%	-5%	?	-7%
CCOC(=O)N1CCc2c(sc(NCc3sccc3C)c2C(=O)Nc2ccccc2OCC)C1	-1%	-23%	56%[activator]	8.9µM*	?	0%	-10%	7%	-7%
COc1ccc(-c2noc(CN3CCC(Cc4ccccc4)CC3)n2)cc1	-10%	17%	13%	17%	2%	32%[activator]	-8%	51%[activator]	-4%
O=S(=O)(NCCSc1ccccc1)c1ccc2c(c1)OCCO2	5%	-2%	3%	16%[59 µM]	-7%	3%	-3%	45%[activator]	-4%
O=C(Oc1ccc(/C=N/NC(=O)c2ccccc2O)cc1)c1ccccc1	-6%	?	?	-36%[59 µM]	-16%	49%[activator]	i	21%	-11%
COCCN(C(=O)c1snc(C(N)=O)c1N)C(C(=O)NC1CCCCC1)c1ccc(OC)c(OC)c1 (configuration not stated)	-1%	-6%	18%	17%	-5%	-6%	-2%	20%	-1%
CC(C)(C)NC(=O)CSc1nc2ccc(Nc3nc(N4CCOCC4)nc(N4CCOCC4)n3)cc2s1	0%	-25%	-10%	?	-26%	23%	-9%	17%	-13%

10 consecutive compounds out of the list so far, for reference:
SMILES	GLS inhibitor	BAZ2B inh	POLI inh	G9a block	JMJD2A Tudor inh	Pin1 inh	PGK inhibitor	HP1b binding inh	BLM inh
CC(C)NC(=O)C1CCC(Cn2c(=O)c3sccc3n(Cc3ccc(F)cc3)c2=O)CC1 (configuration not stated)	2%	-6%	-3%	9%[59 µM]	-6%	1%	i	24%	-1%
O=C(C1CCCN1S(=O)(=O)c1cccc2cccnc12)N1CCc2ccccc21 (configuration not stated)	2%	7%	25%	-6%	-32%	3%	-7%	9%	-1%
Cc1ccccc1NC(=O)CSc1nc2ncc(Cl)cc2[nH]1	-9%	-8%[57.1 µM]	-2%	?	0%	-3%	-1%	45%[activator]	-3%
COc1ccc(C(=O)NC(=S)NNC(=O)COc2ccccc2)cc1	45%[activator]	13%	49%[activator]	.	-31%	-14%	-5%	?	-7%
CCOC(=O)N1CCc2c(sc(NCc3sccc3C)c2C(=O)Nc2ccccc2OCC)C1	-1%	-23%	56%[activator]	8.9µM*	?	0%	-10%	7%	-7%
COc1ccc(-c2noc(CN3CCC(Cc4ccccc4)CC3)n2)cc1	-10%	17%	13%	17%	2%	32%[activator]	-8%	51%[activator]	-4%
O=S(=O)(NCCSc1ccccc1)c1ccc2c(c1)OCCO2	5%	-2%	3%	16%[59 µM]	-7%	3%	-3%	45%[activator]	-4%
O=C(Oc1ccc(/C=N/NC(=O)c2ccccc2O)cc1)c1ccccc1	-6%	?	?	-36%[59 µM]	-16%	49%[activator]	i	21%	-11%
COCCN(C(=O)c1snc(C(N)=O)c1N)C(C(=O)NC1CCCCC1)c1ccc(OC)c(OC)c1 (configuration not stated)	-1%	-6%	18%	17%	-5%	-6%	-2%	20%	-1%
CC(C)(C)NC(=O)CSc1nc2ccc(Nc3nc(N4CCOCC4)nc(N4CCOCC4)n3)cc2s1	0%	-25%	-10%	?	-26%	23%	-9%	17%	-13%

More results follow.
SMILES	GLS inhibitor	BAZ2B inh	POLI inh	G9a block	JMJD2A Tudor inh	Pin1 inh	PGK inhibitor	HP1b binding inh	BLM inh
COc1ccccc1C(=O)C(O)c1ccccc1OC (configuration not stated)	-2%	0%	17%	7%[12.7 µM]	-4%	-2%	1%	41%[activator]	1%
O=C(Nc1ccccc1)/C(=C/c1ccccc1)c1ccccc1	-5%	23%	-11%	-15%[59 µM]	1%[11.4 µM]	3%	-5%	51%	-7%
COc1ccc(CNS(=O)(=O)c2ccc3c(c2)N(C(C)=O)CCO3)cc1	-3%	0%	8%	-7%	5%	-7%	-6%	29%	-1%
Cc1ccc(S(=O)(=O)NNC(=O)c2cccc(O)c2)cc1	9%	0%	37%[activator]	-1%	-18%	-1%	i	38%	-2%
COc1ccc(C(=O)NCCc2cc3ccc(C)c(C)c3[nH]c2=O)cc1OC	1%	.	2%	-29%	-10%	2%	-9%	20%	-9%
C/C(=C\C(=O)c1ccc(Cl)cc1Cl)N(C)C	4%	?	12%	-34%	-4%	7%	20%	27%	-4%
O=C(O)CCc1ccc(-c2cccs2)n1NC(=O)c1ccco1	16%	-33%	?	-20%[59 µM]	-20%	0%	-2%	17%	-3%
C=CCOc1ccc(CNc2nccs2)cc1OC	2%	6%	-7%	6%[59 µM]	-11%	-3%	-6%	11%	-17%
NC(=O)c1ccc(NC(=O)c2cncn2-c2ccccc2)cc1	?	3%	125%[activator]	-28%	?	2%	i	-4%	-3%
Cc1[nH]c2c(Br)cccc2c1[C@H]1[C@@H](CC#N)C1(C)C	0%	-34%	?	?	?	-6%	0%	-10%	-14%
CCOc1ccc(/C=C(/NC(=O)c2ccc(Cl)cc2)C(=O)O)cc1OCC	11%	-2%	-17%	.	-6%	3%	-4%	40%[activator]	-4%
c1ccc(-c2csc3ncnc(-n4cnc5ccccc54)c23)cc1	10%	0%	11%	-4%[59 µM]	-11%	1%	0%	38%	0%
CN(C)S(=O)(=O)c1ccc(NC(=O)N2CCN(c3ccccc3)CC2)cc1	-4%	-3%	5%	?	-5%	22%	-5%	26%	0%
CCCCc1cc(=O)oc2cc(OCC(=O)NCc3ccccn3)ccc12	4%	-5%	30%	6%	-14%	0%	-7%	43%[activator]	2%
CC(C)(C)C(=O)C[n+]1ccc(C(N)=O)cc1	1%	-2%	181%[activator]	38%[59 µM]	10%	?	-5%	51%[activator]	2%
COc1ccc(CC(=O)N2CCN(S(=O)(=O)c3cc(Cl)ccc3Cl)CC2)cc1	-6%	9%	-6%	0%[59 µM]	-11%	0%	i	64%	.
COc1ccc([N+](=O)[O-])cc1NC(=O)COC(=O)Cn1cnc2ccccc2c1=O	-3%	.	24%	.	-24%	-7%	i	47%[activator]	.

Only part of the results is shown; count on the stated rates, not on these rows.
